S1P2 agonist: S1P2 (human) receptor agonism; actives 0.46% (n = 97,000); activation, % at 4.5 µM; S1P2-expressing cell line, agonist reporter read-out; O95136; in the data active = activation above about 16%;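 also: 0% = vehicle low control and 100% = maximal reference agonist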
Target sequence (O95136 whole entry, looked up): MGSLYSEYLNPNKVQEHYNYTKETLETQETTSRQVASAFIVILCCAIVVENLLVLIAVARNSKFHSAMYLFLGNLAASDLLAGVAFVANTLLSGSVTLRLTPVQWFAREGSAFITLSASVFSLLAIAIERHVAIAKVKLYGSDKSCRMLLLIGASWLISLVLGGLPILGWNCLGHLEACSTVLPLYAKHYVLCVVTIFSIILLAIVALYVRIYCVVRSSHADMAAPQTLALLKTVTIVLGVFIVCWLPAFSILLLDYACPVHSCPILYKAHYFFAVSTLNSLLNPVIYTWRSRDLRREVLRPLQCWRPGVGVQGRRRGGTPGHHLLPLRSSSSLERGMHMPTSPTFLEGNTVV
CYP2C19 inhib: human CYP2C19 inhibition | CYP2C19 Supersomes, luciferin-H EGE luminescence, 30 min | actives 21% (n = 96,000) | inhibition, % at 5 µM | P33261 | AID 778;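 active = CYP2C19 inhibition above a set limit at 5 µM in the primary screen, cut at about 50% in these data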;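 also: plate controls were negative control wells for no effect and 2.5 mM tranylcypromine positive control for full effect; values of inactives mirror those of a sister screen read the other way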
Target sequence (P33261 whole entry, looked up): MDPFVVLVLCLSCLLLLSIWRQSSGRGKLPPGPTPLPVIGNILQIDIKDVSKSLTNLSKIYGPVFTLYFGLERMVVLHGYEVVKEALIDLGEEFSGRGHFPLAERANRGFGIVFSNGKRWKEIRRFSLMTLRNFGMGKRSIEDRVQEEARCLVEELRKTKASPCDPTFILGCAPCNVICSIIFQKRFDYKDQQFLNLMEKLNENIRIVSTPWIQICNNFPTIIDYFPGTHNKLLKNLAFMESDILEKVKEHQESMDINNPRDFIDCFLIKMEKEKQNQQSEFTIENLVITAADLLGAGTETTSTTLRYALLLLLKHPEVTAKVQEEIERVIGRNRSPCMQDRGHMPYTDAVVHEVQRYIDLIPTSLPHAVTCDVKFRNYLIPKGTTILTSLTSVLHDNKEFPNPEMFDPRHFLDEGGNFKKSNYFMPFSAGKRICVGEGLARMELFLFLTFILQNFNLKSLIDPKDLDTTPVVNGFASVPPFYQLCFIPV
sEH act: activators of human soluble epoxide hydrolase. P34913. purified human sEH enzymatic activity, activator screen. activation, % at 2 µM. actives 0.04% (n = 91,000); in the data active = activation above about 37%; also: values of inactives mirror those of a sister screen read the other way
PostGolgi yeast: growth inhibition of a yeast mutant, post-Golgi transport screen | inhibition, % at 10 µM | post-Golgi transport phenotypic cell assay | actives 0.9% (n = 98,000);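 also: yeast cells grown in 1536-well plates; yeast grown about 18 h at 30C before absorbance read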
PostGolgi ctrl: growth of the yeast control strain, post-Golgi counter-screen; actives 5% (n = 98,000); efflux-deficient yeast background strain, growth absorbance A615, 16 h; AID 738; inhibition, % at 10 µM
sEH inh: soluble epoxide hydrolase (human) inhibition | recombinant human sEH enzymatic activity assay | inhibition, % at 2 µM | actives 0.34% (n = 91,000); in the data active = inhibition above about 80%; also: values of inactives mirror those of a sister screen read the other way; many of its hits are not listed in these tables
DAT uptake mod: modulates human dopamine transporter uptake under cocaine; B-score at 10 µM; LLC-PK1 hDAT cells, [14C]-dopamine uptake with cocaine IC80; actives deviate in either direction; actives 1.3% (n = 110,000); Q01959;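 active = Z score or B-score, a plate-position-corrected score, falls beyond the plate's 99.7% confidence bounds, in either direction; inactive = both scores lie inside the 99.7% bounds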;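 also: scored against the spread of the other compound wells on the same plate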
S1P2 blocker: antagonists of human S1P2 receptor; inhibition, % at 5 µM; AID 736; cell-based S1P2 antagonist assay, inhibition at 5 uM; actives 0.21% (n = 97,000); O95136; in the data active = inhibition above about 45%;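 also: CRE beta-lactamase reporter cells expressing human S1P2 stimulated with S1P; 0% = agonist at EC80 alone and 100% = agonist plus reference antagonist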
CYP2C19 act: activators of human cytochrome P450 2C19 | 96,000 tested, under 10 active | activation factor at 5 µM | P33261 | AID 1025 | recombinant CYP2C19, luciferin-H EGE luminescence; hits give high values; 0 = fully inhibited enzyme, 1 = untreated enzyme;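 active = activation factor of at least 2 at 5 µM in the primary screen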;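 also: 0 = wells with 2.5 mM tranylcypromine and 1 = vehicle-only wells; values of inactives mirror those of a sister screen read the other way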
* hit, by the source's call. Rule as the data show it, unless noted: active = inhibition above about 30%; inactive = the rest.

CC(C)c1ccc(/C=N/NC(=O)CN(c2cccc(Cl)c2Cl)S(C)(=O)=O)cc1 was read as S1P2 agonist -10, CYP2C19 inhib -7, sEH act 5, PostGolgi yeast -4, PostGolgi ctrl 8, sEH inh -2, DAT uptake mod 0.58, S1P2 blocker -6 and CYP2C19 act 1.1.
`O=C(CSc1nnc(Cn2nnc3ccccc32)o1)N(Cc1ccc(Cl)cc1)c1ccccc1` gave S1P2 agonist -3, CYP2C19 inhib 12, sEH act -5, PostGolgi yeast 3, PostGolgi ctrl 27, sEH inh 7, DAT uptake mod -0.57, S1P2 blocker 34 and CYP2C19 act 0.9.
`COC(=O)CN1C(=O)C2(OCCCO2)c2ccccc21` gave S1P2 agonist -2, CYP2C19 inhib -1, sEH act -5, PostGolgi yeast 0, PostGolgi ctrl 7, sEH inh 7, DAT uptake mod -0.7, S1P2 blocker 16 and CYP2C19 act 1.
`CC(O)CN=c1cc(-c2ccccc2)oc2ccc(Cl)cc12` (centres undefined) gave S1P2 agonist -7, CYP2C19 inhib 10, sEH act 1, PostGolgi yeast -10, PostGolgi ctrl 7, sEH inh 0, DAT uptake mod -0.021, S1P2 blocker -4 and CYP2C19 act 0.9.
Screening Cc1ccc(/C=C/c2nc3ccccc3s2)s1 returned S1P2 agonist -3, CYP2C19 inhib 72*, sEH act 6, PostGolgi yeast -4, PostGolgi ctrl 9, sEH inh -4, DAT uptake mod -0.2, S1P2 blocker -13 and CYP2C19 act 0.3.
`COc1ccc(N2C(=O)CC(N3CCC(O)(c4cccc(C(F)(F)F)c4)CC3)C2=O)cc1` (centres undefined) gave S1P2 agonist -7, CYP2C19 inhib -18, sEH act -6, PostGolgi yeast 3, PostGolgi ctrl 4, sEH inh 8, DAT uptake mod -1.6, S1P2 blocker 5 and CYP2C19 act 1.2.
`COc1ccc(CSCC(=O)N/N=C/c2ccc(OCC(=O)NCc3ccco3)cc2)cc1` gave S1P2 agonist -11, CYP2C19 inhib 58*, sEH act -32, PostGolgi yeast 8, PostGolgi ctrl 2, sEH inh 34, DAT uptake mod 0.74, S1P2 blocker 5 and CYP2C19 act 0.4.
`Cc1cccc(OCCCCc2c(C)n[nH]c2C)c1` gave S1P2 agonist 0, CYP2C19 inhib 89*, sEH act 10, PostGolgi yeast 3, PostGolgi ctrl 18, sEH inh -10, DAT uptake mod -0.5, S1P2 blocker 14 and CYP2C19 act 0.1.
For COC(=O)c1cc(=O)n(Cc2ccc3c(c2)OCO3)c(=Nc2ccc(F)c(Cl)c2)s1 the results were S1P2 agonist -4, CYP2C19 inhib 11, sEH act -16, PostGolgi yeast -17, PostGolgi ctrl 0, sEH inh 14, DAT uptake mod 0.23, S1P2 blocker 15 and CYP2C19 act 0.9.
For CCOc1ccc2[nH]c(=O)c(CN(Cc3ccco3)Cc3nnnn3Cc3ccccc3)cc2c1 the results were S1P2 agonist -6, CYP2C19 inhib 31, PostGolgi yeast -1, PostGolgi ctrl 6, DAT uptake mod 1.1, S1P2 blocker -4 and CYP2C19 act 0.7.
`Cc1ccc(C(=O)N/C(=C\c2ccco2)C(=O)NCCCn2ccnc2)cc1C` gave S1P2 agonist -4, CYP2C19 inhib 79*, PostGolgi yeast 9, PostGolgi ctrl 0, DAT uptake mod 0.64, S1P2 blocker 17 and CYP2C19 act 0.2.
COc1cc(/C=N/N2C(=O)c3ccccc3NC2(C)c2cccc([N+](=O)[O-])c2)cc(Br)c1O (centres undefined) was read as S1P2 agonist -2, CYP2C19 inhib 50*, sEH act -1, PostGolgi yeast -1, PostGolgi ctrl 18, sEH inh 4, DAT uptake mod 2.5, S1P2 blocker -25 and CYP2C19 act 0.5.
Screening O=C(Nc1cc(Cl)cc(Cl)c1)c1cnn2cccnc12 returned S1P2 agonist -3, CYP2C19 inhib -34, sEH act -10, PostGolgi yeast -7, PostGolgi ctrl -1, sEH inh 10, DAT uptake mod -1.2, S1P2 blocker -19 and CYP2C19 act 1.3.
`N#Cc1cccc(-c2cn(S(=O)(=O)c3ccc(Cl)cc3)nc2N)c1` gave S1P2 agonist -4, CYP2C19 inhib 11, sEH act 1, PostGolgi yeast -7, PostGolgi ctrl 31*, sEH inh 2, DAT uptake mod -0.06, S1P2 blocker 9 and CYP2C19 act 0.9.
Screening CC1CC(N(C(=O)c2ccco2)c2ccccc2)c2ccccc2N1 (centres undefined) returned S1P2 agonist -6, CYP2C19 inhib 84*, sEH act -2, PostGolgi yeast -3, PostGolgi ctrl 29, sEH inh 3, DAT uptake mod -0.85, S1P2 blocker 5 and CYP2C19 act 0.2.
COC(=O)Nc1ccc(S(=O)(=O)N2CCCC(C(=O)Nc3cccnc3)C2)cc1 (centres undefined) was read as S1P2 agonist -2, CYP2C19 inhib 5, sEH act -28, PostGolgi yeast 0, PostGolgi ctrl -3, sEH inh 27, DAT uptake mod -0.96, S1P2 blocker 3 and CYP2C19 act 1.
Screening Cc1cccnc1-n1c(CCN2C(=O)c3ccccc3C2=O)nc2ccccc2c1=O returned S1P2 agonist -1, CYP2C19 inhib 38, sEH act -4, sEH inh 4, DAT uptake mod -0.042, S1P2 blocker -1 and CYP2C19 act 0.6.
Screening CCNC(=O)c1c(C)[nH]c(C(=O)OCC)c1C returned CYP2C19 inhib -8, PostGolgi yeast -5, PostGolgi ctrl 6, DAT uptake mod -0.51 and CYP2C19 act 1.1.
For O=C(O)CSc1nc2c(c(=O)[nH]1)CCCC2 the results were S1P2 agonist -3, CYP2C19 inhib -6, sEH act 7, PostGolgi yeast 5, PostGolgi ctrl -8, sEH inh -8, DAT uptake mod -0.76, S1P2 blocker -15 and CYP2C19 act 1.1.
`O=C(C1CCCO1)N(c1cccc(Cl)c1)C1C=CS(=O)(=O)C1` (centres undefined) gave CYP2C19 inhib 7, PostGolgi yeast -2, PostGolgi ctrl 6, DAT uptake mod 0.38 and CYP2C19 act 0.9.

Next section (two carried over from the part before).
For O=C(O)CSc1nc2c(c(=O)[nH]1)CCCC2 the results were S1P2 agonist -3, CYP2C19 inhib -6, sEH act 7, PostGolgi yeast 5, PostGolgi ctrl -8, sEH inh -8, DAT uptake mod -0.76, S1P2 blocker -15 and CYP2C19 act 1.1.
`O=C(C1CCCO1)N(c1cccc(Cl)c1)C1C=CS(=O)(=O)C1` (centres undefined) gave CYP2C19 inhib 7, PostGolgi yeast -2, PostGolgi ctrl 6, DAT uptake mod 0.38 and CYP2C19 act 0.9.
For Cc1ccc(C(=O)C2C(c3ccc(-c4ccccc4[N+](=O)[O-])o3)NC(=O)NC2(O)C(F)(F)F)cc1 (centres undefined) the results were S1P2 agonist -7, sEH act 4, sEH inh -5, DAT uptake mod 2 and S1P2 blocker 18.
`Cc1cc(C)nc(-n2nc(C)cc2NC(=O)CN2CCCC(C)C2)n1` (centres undefined) gave S1P2 agonist -4, CYP2C19 inhib 36, sEH act 0, PostGolgi yeast 2, PostGolgi ctrl 10, sEH inh -1, DAT uptake mod 0.53, S1P2 blocker -26 and CYP2C19 act 0.6.
`CCc1cc(C(=O)Cc2cnn(-c3ccccc3)c2)c(O)cc1O` gave S1P2 agonist -6, CYP2C19 inhib 55*, PostGolgi yeast 14, PostGolgi ctrl 13, DAT uptake mod -0.027, S1P2 blocker -4 and CYP2C19 act 0.4.
`CCOC(=O)c1ccc(N/C=C/C(=O)c2ccco2)cc1` gave S1P2 agonist 0, CYP2C19 inhib 48, sEH act 7, PostGolgi yeast 1, PostGolgi ctrl -5, sEH inh -7, DAT uptake mod -0.43, S1P2 blocker 11 and CYP2C19 act 0.5.
O=C(CSc1nnc(NC2CCCCC2)s1)Nc1ccc(N2CCOCC2)cc1 was read as S1P2 agonist -4, CYP2C19 inhib -2, sEH act 10, PostGolgi yeast -1, PostGolgi ctrl -2, sEH inh -7, DAT uptake mod 0.58, S1P2 blocker -3 and CYP2C19 act 1.
Screening COc1cc(C(=O)OC(C)C(=O)NCC2CCCCC2)cc(NC(=O)c2ccco2)c1OC (centres undefined) returned S1P2 agonist 6, CYP2C19 inhib 38, sEH act -5, PostGolgi yeast -5, PostGolgi ctrl 1, sEH inh 8, DAT uptake mod 1.2, S1P2 blocker 3 and CYP2C19 act 0.6.
`COc1ccccc1C(=O)Nc1ccc(S(=O)(=O)N2CCOCC2)cc1` gave S1P2 agonist -1, CYP2C19 inhib 16, sEH act -14, PostGolgi yeast 12, PostGolgi ctrl 10, sEH inh 13, DAT uptake mod 0.54, S1P2 blocker -3 and CYP2C19 act 0.8.
For COc1ccc(NC(=O)COC(=O)c2ccc(Br)o2)cc1OC the results were CYP2C19 inhib 16, PostGolgi yeast 0, PostGolgi ctrl 8, DAT uptake mod 0.73 and CYP2C19 act 0.8.
Screening CCn1nnc(NC(=O)c2cccc(-c3cc4ccccc4oc3=O)c2)n1 returned S1P2 agonist -5, CYP2C19 inhib 4, sEH act -1, PostGolgi yeast 2, PostGolgi ctrl 7, sEH inh -1, DAT uptake mod 0.54, S1P2 blocker 12 and CYP2C19 act 1.
`Cc1c(/C(O)=C2\C(=O)C(=O)N(CCN(C)C)C2c2cccs2)cnn1-c1ccccc1` (centres undefined) gave S1P2 agonist -6, sEH act 10, PostGolgi yeast -7, PostGolgi ctrl 9, sEH inh -8, DAT uptake mod -0.059 and S1P2 blocker -10.
Screening CC1CCN(c2nc3ccc(C(=O)O)cc3s2)CC1 returned CYP2C19 inhib 33, PostGolgi yeast 0, PostGolgi ctrl 6, DAT uptake mod -0.0093 and CYP2C19 act 0.7.
For O=C1CC(C(=O)N(c2ccc(F)cc2)C(C(=O)NC2CCCC2)c2ccccn2)CS1 (centres undefined) the results were S1P2 agonist -4, CYP2C19 inhib -12, sEH act 12, PostGolgi yeast -12, PostGolgi ctrl 1, sEH inh -10, DAT uptake mod -0.23, S1P2 blocker 1 and CYP2C19 act 1.1.
Screening COc1cccc(CNS(=O)(=O)c2cn(C)cn2)c1 returned S1P2 agonist -3, CYP2C19 inhib 18, sEH act 10, PostGolgi yeast 0, PostGolgi ctrl -2, sEH inh -10, S1P2 blocker 11 and CYP2C19 act 0.8.
Screening Cc1ccc(N=N/C(=C\O)C(=O)c2ccncc2)cc1 returned S1P2 agonist -3, CYP2C19 inhib 95*, sEH act 31, PostGolgi yeast 0, PostGolgi ctrl 10, sEH inh -32, DAT uptake mod -0.081, S1P2 blocker 0 and CYP2C19 act 0.
Screening O=C(c1cc(-c2cccs2)on1)N1CCCCC1 returned S1P2 agonist -4, CYP2C19 inhib 14, sEH act -7, PostGolgi yeast 10, PostGolgi ctrl -4, sEH inh 8, S1P2 blocker 16 and CYP2C19 act 0.9.
For Cn1c(SCC(=O)Nc2sc3c(c2C#N)CCC3)nnc1C1COc2ccccc2O1 (centres undefined) the results were S1P2 agonist -2, CYP2C19 inhib 22, sEH act 1, PostGolgi yeast -3, PostGolgi ctrl 1, sEH inh -4, DAT uptake mod -0.68, S1P2 blocker 7 and CYP2C19 act 0.8.
`COc1ccc(OC)c(NC(=O)CN2C(=O)C3(OCCCO3)c3ccccc32)c1` gave CYP2C19 inhib 14, PostGolgi yeast -4, PostGolgi ctrl 0, DAT uptake mod 0.45 and CYP2C19 act 0.9.
Screening COc1ccc(S(=O)(=O)NCc2ccncc2)cc1OC returned CYP2C19 inhib 100*, PostGolgi yeast -1, PostGolgi ctrl 11, DAT uptake mod 0.0033 and CYP2C19 act 0.
For Cc1cc(C(=O)Cn2nnc3ccccc3c2=O)c(C)n1-c1ccccc1F the results were S1P2 agonist 1, CYP2C19 inhib 52*, sEH act -16, PostGolgi yeast -1, PostGolgi ctrl 12, sEH inh 18, DAT uptake mod -0.34, S1P2 blocker 3 and CYP2C19 act 0.5.
Screening Cc1ccc(C(=O)C2CCN(CC(=O)Nc3ccc4c(c3)OCCO4)CC2)cc1 returned S1P2 agonist -6, CYP2C19 inhib 23, sEH act -3, PostGolgi yeast -5, PostGolgi ctrl 6, sEH inh 2, DAT uptake mod 0.0075, S1P2 blocker 15 and CYP2C19 act 0.8.

High-throughput results deposited in PubChem by several laboratories.
